# ERK EGF inh: qHTS Assay for Inhibitors of the ERK Signaling Pathway using a Homogeneous Screening Assay; Stimulation with EGF; HEK293-V1b, EGF-stimulated phospho-ERK AlphaScreen; Potency, µM (titrated, usually from 11.5 µM), inactives show top-dose activity change, negative = inhibition, hits mostly inhibitors; 130,000 compounds, 0.41% hits; AID 1454, 2008; active = well fitted inhibition curve with a large enough effect; inconclusive = small, poorly fitted or top-dose-only effect, or effect the other way;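 note: plate controls were stimulated vehicle wells for no effect and unstimulated vehicle basal for full effect; nearly all actives have a fitted effect of over 55% in size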
#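 Phospho-ERK1/2 measured by AlphaScreen (SureFire) after 5 min 25 nM EGF stimulation of V1b-expressing HEK293 cells preincubated 30 min at 37C with titrated compounds; data scaled to DMSO and EGF controls, Hill-fitted AC50.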
# * marks the source's active call; other numbers are inactive results; ? = inconclusive; [ ] = remark or other dose. Potency is the fitted concentration of half-maximal effect. A portion of the library; rates above refer to the full screens.
mol	ERK EGF inh
COc1ccc(CNC(=O)c2ccc(C(C)(C)C)cc2)cc1	1%
CC(=O)NC(=S)Nc1cccc2ccc(C)nc12	-4%[57.5 µM]
COC(=O)c1cc(S(=O)(=O)Nc2cccc(S(N)(=O)=O)c2)oc1C	-11%[57.5 µM]
Cc1ccc2nsnc2c1NC(=O)CCl	-3%
Cn1cccc1/C=N/N1CCN(Cc2ccc(Cl)cc2)CC1	?
O=C(O)c1ccc(N2CCS(=O)(=O)CC2)cc1	-5%
O=C(N/N=C/c1ccc2nccnc2c1)c1ccncc1	31%[57.5 µM]
O=C1NC(=NCc2ccccc2)S/C1=C/c1ccc(O)cc1	1%
C#CCN(Cc1ccco1)C(=O)c1cc(COc2ccc(F)cc2Cl)on1	?
COc1ccc(/C=N/NC(=O)CN2CCCCCCC2)c(C)c1C	8%[57.5 µM]
CCC(C)NS(=O)(=O)c1ccc(S(=O)(=O)N2CC=C(c3ccc(F)cc3)CC2)cc1 (stereo not drawn)	-2%
CC(C)=CCN1CCN(Cc2cccc3nccnc23)CC1CCO (stereo not drawn)	-5%[57.5 µM]
S=C(NCC1CCCCC1)Nc1ccc(Oc2ccccc2)cc1	-4%
CC1CC(C)(C)NC(=S)N1CCC(=O)Nc1ccc2c(c1)OCCO2 (stereo not drawn)	1%
COC(=O)c1ccc(CO/N=C(\NC(C)=O)c2nonc2NC(C)=O)cc1	1%
O=[N+]([O-])C1=CC=C2C(=NC3(CCCCC3)N2O)C1=NCCc1ccccc1	1%
CC(=O)N1CCN(S(=O)(=O)c2ccc(C)c([N+](=O)[O-])c2)C1C(C)C (stereo not drawn)	8%
CCCCCCCCCCCCCCC(C(=O)OC)C(O)(CC(=O)OC)C(=O)OC (stereo not drawn)	24%
C/C(=N\Nc1ccc(Cl)cc1)c1c(O)cc(C)oc1=O	-3%
CCCCC1=NN(C(=O)c2cccnc2)C(O)(C(F)(F)F)C1 (stereo not drawn)	2%[57.5 µM]

# Sorted by value in ERK EGF inh (smallest number first): some entries from above
mol	ERK EGF inh
S=C(NCC1CCCCC1)Nc1ccc(Oc2ccccc2)cc1	-4%
C/C(=N\Nc1ccc(Cl)cc1)c1c(O)cc(C)oc1=O	-3%
COC(=O)c1ccc(CO/N=C(\NC(C)=O)c2nonc2NC(C)=O)cc1	1%
CC(=O)N1CCN(S(=O)(=O)c2ccc(C)c([N+](=O)[O-])c2)C1C(C)C (stereo not drawn)	8%

# Reformatted field by field: part of the list above
> S=C(NCC1CCCCC1)Nc1ccc(Oc2ccccc2)cc1
  ERK EGF inh: -4%
> CC1CC(C)(C)NC(=S)N1CCC(=O)Nc1ccc2c(c1)OCCO2 (stereo not drawn)
  ERK EGF inh: 1%
> COC(=O)c1ccc(CO/N=C(\NC(C)=O)c2nonc2NC(C)=O)cc1
  ERK EGF inh: 1%
> O=[N+]([O-])C1=CC=C2C(=NC3(CCCCC3)N2O)C1=NCCc1ccccc1
  ERK EGF inh: 1%

# Further results follow:
mol	ERK EGF inh
COc1ccc(C2=NOC(COc3ccc4c(C)cc(=O)oc4c3)C2)c(OC)c1 (stereo not drawn)	?
COc1ccccc1CN(CC(=O)NCc1ccc2c(c1)OCO2)C(=O)c1ccc2c(c1)OCCO2	-8%
COc1cccc(C(=O)O/N=C2\CCS(=O)(=O)c3sccc32)c1	-16%
CCOC(=O)C(=CNc1cc(OC)ccc1-n1cccc1)C(=O)OCC	0%[57.5 µM]
CC(=O)c1ccc(Nc2c(C)n(C)n(-c3ccccc3)c2=O)cc1	0%
COc1ccc(/C=C/C(=O)NC(C)CCc2ccccc2)cc1 (stereo not drawn)	1%
O=S(=O)(/C=C/c1ccccc1)Nc1ccc(F)cc1	-1%
COC(=O)c1cccn(CC(=O)c2ccc(Cl)cc2Cl)c1=O	0%
CN(C)CCCNC(=S)NCCNc1nc2cc3c(cc2cc1C#N)OCO3	5%
O=C(c1ccc([N+](=O)[O-])c(CS(=O)(=O)c2ccc(Cl)cc2)c1)N1CCCC1	-3%
Cc1cc(C)nc(N/N=C/c2cc(Br)ccc2O)n1	2%[57.5 µM]
COc1ccccc1CNC(=O)C1CC2Cn3c(nc4ccccc43)C2N1C (stereo not drawn)	3%[57.5 µM]
OC(COc1cccc2ccccc12)CN1CCN(c2ccccc2)CC1 (stereo not drawn)	-27%[57.5 µM]
CC1(C)CC(=O)c2cc(O)ccc2O1	0%[57.5 µM]
COc1ccc(C(=O)Nc2ccc(OC)c([N+](=O)[O-])c2)cc1Br	0%[57.5 µM]
COc1ccc2c(=O)c3c(=O)n(CCc4ccccc4)c(C(C)C)nc3oc2c1	-10%[57.5 µM]
Cn1c2ccccc2c(=O)c2c(=O)n(Cc3ccco3)c(-c3ccc(Cl)cc3Cl)nc21	-16%[57.5 µM]
CCOc1ccc(NC(=O)c2cc3cc4ccc(C)cc4nc3o2)cc1	-35%
Oc1c(C=Nc2ccccc2)sc2ccccc12	-7%
O=C(Nc1nc(-c2ccccc2)cs1)c1ccco1	21%[57.5 µM]
O=C(c1ccc(Cl)cc1)N1CCN=C1c1ccccc1	-3%
Nc1nnnn1/N=C/c1cccc(OCc2ccccc2Cl)c1	3%
COc1ccc(CCN(C)C(=O)C2CCN(Cc3ccc(C)cc3)CC2)cc1OC	4%
Nc1cc(Cl)c(NC2=NCCN2)c(Cl)c1	14%

# Gathered by group: the compounds so far containing a thiophene ring, fused or not.
mol	ERK EGF inh
COc1cccc(C(=O)O/N=C2\CCS(=O)(=O)c3sccc32)c1	-16%
Oc1c(C=Nc2ccccc2)sc2ccccc12	-7%
